ATG4B inhibitor = ATG4B protease inhibitors, primary screen, biochemical, fluorescence, uHTS; ATG4B cleavage of LC3-PLA2, NBD-HPC fluorescence, 1 h; inhibition, % at 8.33 µM; actives 0.51% (n = 340,000); in the data active means inhibition above about 40%
Target sequence (Q9Y4P1 whole entry, looked up): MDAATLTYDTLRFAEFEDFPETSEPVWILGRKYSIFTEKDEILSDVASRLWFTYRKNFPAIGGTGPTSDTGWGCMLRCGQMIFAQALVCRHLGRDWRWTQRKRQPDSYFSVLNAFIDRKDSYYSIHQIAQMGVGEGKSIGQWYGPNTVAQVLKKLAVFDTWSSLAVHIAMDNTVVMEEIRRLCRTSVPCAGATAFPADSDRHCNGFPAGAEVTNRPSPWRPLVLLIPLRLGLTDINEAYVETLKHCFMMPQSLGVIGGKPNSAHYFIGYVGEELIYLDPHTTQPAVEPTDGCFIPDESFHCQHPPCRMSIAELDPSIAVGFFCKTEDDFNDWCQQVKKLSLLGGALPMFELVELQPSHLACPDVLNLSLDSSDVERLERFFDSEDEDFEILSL
PfGluPho inh = PfG6PD enzyme inhibitors, primary screen, biochemical, fluorescence intensity, uHTS | glucose-6-phosphate dehydrogenase-6-phosphogluconolactonase (Plasmodium falciparum 3D7) | PfGluPho enzyme, NADPH resazurin-diaphorase fluorescence | inhibition, % at 20 µM | actives 0.78% (n = 350,000) | AID 504690, 2011;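 active means inhibition reaching at least a set limit at 20 µM in the primary screen, cut at about 59% in these data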;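 further: 0% = DMSO wells with substrate and 100% = DMSO wells lacking glucose-6-phosphate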
hIAP block = human IAP inhibitors, primary screen, biochemical, luminescence, uHTS; AID 2544, 2010; Intestinal-type alkaline phosphatase (Homo sapiens), P09923; purified IAP, CDP-Star luminescence, 30 min; actives 0.12% (n = 330,000); inhibition, % at 10 µM;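 active means inhibition reaching a set limit with compound at 10 µM in the primary screen, cut at about 35% in these data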;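 further: plate controls were DMSO wells with enzyme for no effect and no-enzyme buffer wells for full effect; values of inactives mirror those of a sister screen read the other way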
hIAP act = human IAP activators, primary screen, biochemical, luminescence, uHTS | Intestinal-type alkaline phosphatase (Homo sapiens), P09923 | purified human IAP, CDP-Star luminescence, 30 min; hits give high values; 1 = vehicle-only enzyme, 0 = enzyme-free background | activation factor at 10 µM | actives 0.16% (n = 330,000);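 active means activation factor of the enzyme at least 2-fold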; further: the source names both 10 and 20 µM as test concentration; values of inactives mirror those of a sister screen read the other way
HKDC1 inhibitor = HKDC1 hexokinase inhibitors, primary screen, biochemical, fluorescence, uHTS; Q2TB90; inhibition, % at 20 µM; recombinant HKDC1, G6PDH/diaphorase resazurin coupled fluorescence; actives 0.16% (n = 340,000);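 active means inhibition above about 35% when tested at 20 µM, limit read from the data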;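 further: plate controls were DMSO wells with enzyme for no effect and DMSO wells lacking enzyme for full effect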
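Test system: HK5 enzyme. Quantity: 5 µg/mL HK5 final. Reagent: glucose and ATP substrates. Schedule: 90 min reaction incubation at room temperature, dark. Technique: resazurin-to-resorufin fluorescence via G6PDH and diaphorase coupling, 525/613 nm. Control set: DMSO wells with and without enzyme mix.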
A3A deaminase = APOBEC3A ssDNA deaminase inhibitors, primary screen, selectivity assay for APOBEC3G inhibitor project, biochemical, FAM/TAMRA oligo cleavage fluorescence. inhibition, % at 20 µM. recombinant A3A, FAM/TAMRA ssDNA deamination fluorescence. actives 0.41% (n = 330,000). DNA dC->dU-editing enzyme APOBEC-3A (Homo sapiens), P31941;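 active means at least 40% inhibition at 20 µM here, with at most 30% in a related deaminase screen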;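 further: plate controls were A3A with DMSO for no effect and wells lacking A3A enzyme for full effect; some results filed as inactive read as strong as hits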
Target sequence (P31941 whole entry, looked up): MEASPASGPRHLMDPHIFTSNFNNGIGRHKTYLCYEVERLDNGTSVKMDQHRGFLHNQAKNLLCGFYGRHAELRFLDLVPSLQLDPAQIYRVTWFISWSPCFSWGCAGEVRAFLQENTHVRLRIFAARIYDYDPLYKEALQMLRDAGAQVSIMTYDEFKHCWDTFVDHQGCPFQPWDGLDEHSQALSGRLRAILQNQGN
mIAP block = inhibitors of mouse IAP, primary screen, biochemical, luminescence, uHTS | intestinal alkaline phosphatase [Mus musculus] | purified mouse IAP, CDP-Star luminescence, 30 min | inhibition, % at 10 µM | actives 0.2% (n = 330,000);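 active means inhibition of at least 40% at 10 µM in the primary screen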;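 further: plate controls were DMSO with enzyme for no effect and no enzyme wells for full effect; values of inactives mirror those of a sister screen read the other way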
mIAP activ = activators of mouse IAP, primary screen, biochemical, luminescence, uHTS; intestinal alkaline phosphatase [Mus musculus]; muIAP, CDP-Star luminescence, 30 min; hits give high values; 1 = vehicle-only enzyme signal, 0 = enzyme-free wells; activation factor at 10 µM; actives 0.24% (n = 330,000); AID 2805, 2010;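 active means activation factor of at least 2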; further: the source names both 10 and 20 µM as test concentration; values of inactives mirror those of a sister screen read the other way
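also added = chemiluminescent substrate CDP-Star | test system = mouse IAP enzyme | signal = chemiluminescence readout | compound = DMSO-dissolved test compounds | incubation = 30 min at room temperature | benchmarks = DMSO wells, no-enzyme wells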
* hit, by the source's call. Hits appear at their usual frequency (roughly 2.4% active in at least one column).

SMILES | ATG4B inhibitor | PfGluPho inh | hIAP block | hIAP act | HKDC1 inhibitor | A3A deaminase | mIAP block | mIAP activ
Cc1ccc(C(=O)Nc2ccccc2C(=O)O)cc1NC(=O)COc1c(C)cccc1C | 21 | -14 | 10 | 0.9 | -1 | 0 | 10 | 0.9
O=S(=O)(Nc1ccn(-c2ccccc2)n1)c1ccc(Br)cc1 | -15 | 4 | -22 | 1.2 | 2 | -4 | 4 | 0.96
CC1CCCN(Cc2cnc(Cl)s2)C1 (stereo not given) | -2 | -13 | -3 | 1 | -5 | -1 | 1 | 0.99
Cn1nnnc1SCC(=O)NC1CCCCC1 | -12 | -12 | -18 | 1.2 | -4 | 2 | 7 | 0.93
CCOc1nc(-c2ccccc2)ccc1-c1noc(COc2ccccc2)n1 | -4 | 22 | -7 | 1.1 | 3 | -2 | 11 | 0.89
Cn1cnc([N+](=O)[O-])c1Sc1nc2ccccc2[nH]1 | 5 | 5 | -10 | 1.1 | 2 | 1 | -4 | 1
Cc1cccc(CC(C)NC(=O)c2cc(COc3ccc(C)c(C)c3)on2)n1 (stereo not given) | 15 | 7 | 12 | 0.88 | -3 | -6 | 1 | 0.99
COc1ccc(S(=O)(=O)c2nnn(-c3ccccc3Cl)c2N)cc1 | -5 | 0 | 0 | 1 | -14 | -2 | 2 | 0.98
COc1cc(NC(=O)c2cccs2)ccc1NC(=O)Cc1ccccc1 | -6 | 8 | 2 | 0.98 | -2 | -3 | 7 | 0.93
O=C(CN(C(=O)c1csnn1)c1ccc2c(c1)OCCO2)NCc1ccccc1 | 2 | -25 | 16 | 0.84 | -5 | 0 | 3 | 0.97
c1ccc(-c2csc3ncnc(N4CCN(Cc5ccc6c(c5)OCO6)CC4)c23)cc1 | -8 | 15 | 1 | 0.99 | 3 | -5 | 2 | 0.98
Cc1cc(C)c(C#N)c(Nc2ccc(F)cc2)n1 | 6 | -8 | 4 | 0.96 | 0 | -7 | -6 | 1.1
CCn1c(SCC(=O)N2CCN(c3ccc(Cl)cc3)CC2)nc2ccccc2c1=O | -17 | 4 | 11 | 0.89 | 1 | 44* | 9 | 0.91
Cc1nc2cc(C(=O)O)ccc2s1 | -5 | -2 | 14 | 0.86 | -4 | -2 | 4 | 0.96
CCC(C)(C)NC(=O)c1ccc2c(c1)OCCO2 | -7 | 4 | 2 | 0.98 | 4 | 1 | -3 | 1
Cc1ccccc1S(=O)(=O)Cc1ccc(C(=O)NC(C)c2ccc3c(c2)OCCO3)o1 (stereo not given) | 6 | -2 | 21 | 0.79 | -5 | -2 | 3 | 0.97
Cc1cc2c(cc1C)NC(c1ccccn1)C1=C(CC(C)(C)CC1=O)N2 (stereo not given) | -8 | -4 | 6 | 0.94 | -4 | 0 | -1 | 1
COc1ccc(CN(CC(=O)NC2CCCC2)C(=O)c2csnn2)cc1 | 2 | -24 | 18 | 0.82 | 4 | 1 | -2 | 1
O=C(CN1C(=O)NC2(CCCCCCC2)C1=O)Nc1ccc(OC(F)F)cc1 | -1 | -8 | 0 | 1 | -3 | -3 | -9 | 1.1
C=CCn1c(SCC(=O)Nc2ccc(C(=O)O)cc2)nc2scc(-c3ccccc3)c2c1=O | 7 | -31 | 4 | 0.96 | 3 | 2 | 1 | 0.99
Cc1ccc(C(=O)C2CCN(CC(=O)NCc3ccc(F)cc3)CC2)cc1 | 7 | -14 | 2 | 0.98 | 5 | 3 | -3 | 1
O=C1C2CC=CCC2C(=O)N1c1nc2n(n1)C(c1ccccc1)CC(c1ccccc1)N2 (stereo not given) | 5 | 9 | -3 | 1 | -2 | 0 | -11 | 1.1
COc1ccc(CCNCC(=O)Nc2ccc(C)c(Br)c2)cc1OC | 1 | -7 | -6 | 1.1 | 4 | -1 | -11 | 1.1
CCOc1ccccc1N(CC)C(=O)c1ccc2c(=O)n3c(nc2c1)CCCCC3 | 15 | -8 | 16 | 0.84 | -3 | -2 | 0 | 1
Cc1ccc2cc(CN(CCO)Cc3nnnn3Cc3ccc(F)cc3)c(=O)[nH]c2c1 | -15 | -19 | -8 | 1.1 | -3 | 2 | -2 | 1

In the list so far, four have an aryl thioether with sulfur outside any ring:
SMILES | ATG4B inhibitor | PfGluPho inh | hIAP block | hIAP act | HKDC1 inhibitor | A3A deaminase | mIAP block | mIAP activ
Cn1nnnc1SCC(=O)NC1CCCCC1 | -12 | -12 | -18 | 1.2 | -4 | 2 | 7 | 0.93
Cn1cnc([N+](=O)[O-])c1Sc1nc2ccccc2[nH]1 | 5 | 5 | -10 | 1.1 | 2 | 1 | -4 | 1
CCn1c(SCC(=O)N2CCN(c3ccc(Cl)cc3)CC2)nc2ccccc2c1=O | -17 | 4 | 11 | 0.89 | 1 | 44* | 9 | 0.91
C=CCn1c(SCC(=O)Nc2ccc(C(=O)O)cc2)nc2scc(-c3ccccc3)c2c1=O | 7 | -31 | 4 | 0.96 | 3 | 2 | 1 | 0.99

The list continues.
SMILES | ATG4B inhibitor | PfGluPho inh | hIAP block | hIAP act | HKDC1 inhibitor | A3A deaminase | mIAP block | mIAP activ
O=C(CCN1C(=O)c2ccccc2C1=O)Nc1ccccc1C(F)(F)F | 0 | -12 | 3 | 0.97 | 0 | -6 | 4 | 0.95
COc1ccccc1N1CCN(C(=O)c2cc(-c3ccccc3)on2)CC1 | 7 | -12 | 16 | 0.84 | 5 | 2 | -7 | 1.1
CCOC(=O)c1nnn2c1nc(N1CCN(c3ccccc3)CC1)c1ccccc12 | -5 | 25 | 1 | 0.99 | 5 | 0 | 6 | 0.94
CCOc1ccccc1N(C(=O)Cn1nnnc1-c1ccc(C)o1)C(CC)C(=O)NC(C)(C)C (stereo not given) | -6 | -11 | -3 | 1 | 3 | -1 | 2 | 0.98
O=C(OCC(=O)N1CCC(Cc2ccccc2)CC1)c1cc(Br)ccc1O | -4 | 1 | 21 | 0.79 | 5 | 14 | 9 | 0.91
Cn1ncc2c(Nc3cccc([N+](=O)[O-])c3)ncnc21 | -7 | 11 | -12 | 1.1 | -3 | -5 | -1 | 1
CCn1c(=O)c2c3c(sc2n2c(=S)[nH]nc12)CCC3 | -4 | 20 | 1 | 0.99 | 1 | -9 | -4 | 1
O=C(/C=C/c1ccco1)Nc1cccc(-c2nc3ccccc3[nH]2)c1 | 14 | 43 | -36 | 1.4 | 3 | 5 | 3 | 0.97
COc1cc(/C=C\C(=O)Nc2cc(=O)n(C)c(=O)n2C)cc(OC)c1OC | -14 | 0 | 3 | 0.97 | -5 | 3 | -8 | 1.1
CCOc1ccc(NS(=O)(=O)c2ccc(OCC(=O)NCCCOC)cc2)cc1 | 4 | 3 | 17 | 0.83 | -5 | 0 | 3 | 0.97
Cn1c(CSCCOc2ccccc2)n[nH]c1=S | -10 | 20 | 22 | 0.79 | 1 | 4 | -6 | 1.1
CCCCNC(=O)c1cc(C)no1 | 9 | -19 | 9 | 0.91 | 2 | 1 | -1 | 1
CSCCC(NC(=O)CCC(=O)OCC(=O)[C@@]1(O)CCC2[C@@H]3CCC4=CC(=O)C=C[C@]4(C)C3[C@@H](O)C[C@@]21C)C(=O)O (stereo not given in full) | -6 | -14 | -2 | 1 | -3 | -5 | 0 | 1
CCOC(=O)[C@@H]1[C@H]2COc3ccccc3[C@@H]2N2C(=O)N(c3ccc(OC)cc3)C(=O)[C@@]12C | -8 | -2 | -6 | 1.1 | 0 | -2 | -18 | 1.2
Cc1ccc(NC(=O)CCNC(=O)c2ccc([N+](=O)[O-])cc2)cc1S(=O)(=O)N1CCOCC1 | 8 | -9 | 18 | 0.81 | 3 | 11 | 10 | 0.9
CC(c1ccccc1)n1c(-c2ccncc2)n[nH]c1=S (stereo not given) | 7 | 28 | -2 | 1 | 3 | -4 | -7 | 1.1
CN(C)CCN(C(=O)c1ccccc1Cl)c1nc2c(Cl)cccc2s1 | 10 | 25 | 7 | 0.93 | 3 | 0 | -4 | 1
CCS(=O)(=O)Nc1ccc(-c2nnc(SCC(=O)OC)o2)cc1 | -2 | -25 | 10 | 0.9 | -5 | 2 | -7 | 1.1
O=C(C(=O)c1cccnc1)c1cccnc1 | 4 | -5 | 1 | 0.99 | 4 | 0 | -12 | 1.1
CNC(=S)NNC(=O)Cn1ccc(C)n1 | 4 | -8 | 5 | 0.95 | -4 | 2 | 1 | 0.99
O=C(NCCCN1CCCCC1)c1ccc(CS(=O)c2ccc(F)cc2)o1 (stereo not given) | 9 | -8 | -2 | 1 | 2 | 0 | -2 | 1
O=C(COC(=O)c1ccncc1)c1ccccc1 | -6 | 5 | -4 | 1 | -3 | -6 | -17 | 1.2
COc1ccc(N2CC(C(=O)N3CCN(c4ccccc4F)CC3)CC2=O)cc1 (stereo not given) | 0 | -4 | -4 | 1 | -4 | -4 | -1 | 1
CCOc1ccc(S(=O)(=O)NCc2ccc3c(c2)OCO3)cc1 | -1 | 11 | -7 | 1.1 | -3 | -8 | 6 | 0.94
Cn1cc(C(=O)N2CCN(c3ccccc3)CC2)c(=O)c2cc(S(=O)(=O)N3CCCC3)ccc21 | -10 | -40 | 18 | 0.82 | -5 | -6 | 8 | 0.93

Carrying on:
SMILES | ATG4B inhibitor | PfGluPho inh | hIAP block | hIAP act | HKDC1 inhibitor | A3A deaminase | mIAP block | mIAP activ
CCN1CCN(c2ccc(S(=O)(=O)N3CCCCC3)cc2NC(=O)c2sccc2C)CC1 | -3 | 12 | -2 | 1 | -4 | 69* | 5 | 0.95
CCc1noc(C)c1C(=O)N1CCCSC1=Nc1ccccc1Cl | 3 | -13 | 12 | 0.88 | 0 | 2 | -6 | 1.1
CN(C)CCN1C(=O)C(=O)/C(=C(/O)c2ccc(F)cc2)C1c1ccccc1F (stereo not given) | -8 | 0 | 10 | 0.9 | -4 | -1 | -5 | 1
N#CNC(=Nc1ccccc1F)SCc1ccc(C(=O)O)cc1 | 2 | -6 | -10 | 1.1 | -1 | -1 | 1 | 0.99
COc1ccc(OCC(=O)Nc2ccccc2OC(F)F)cc1 | 7 | -2 | 13 | 0.87 | -4 | -3 | 4 | 0.96
CCOC(=O)C1CCN(CCC(=O)Nc2ccccc2)CC1 | -10 | -2 | -1 | 1 | 4 | 0 | -1 | 1
COc1ccc(NC(=O)CSc2nnc(C3CC3)n2-c2ccccc2)cc1 | 1 | -16 | 7 | 0.93 | -3 | -3 | 0 | 1
O=C(Nc1ccc2c(c1)OCO2)N1CCN(c2ncccn2)CC1 | 0 | 31 | 1 | 0.99 | -9 | 4 | 9 | 0.91
CCOC(=O)C1=C(C)NC(=S)NC1c1ccc(OCC(=O)N2CCCCC2)cc1 (stereo not given) | 3 | 2 | -1 | 1 | -5 | -2 | 5 | 0.95
CCOC(=O)CSc1nnc(-c2cc(OC)c(OC)c(OC)c2)o1 | 4 | -9 | 8 | 0.92 | 1 | -3 | -8 | 1.1

2 entries from above, with the structure last.
ATG4B inhibitor	PfGluPho inh	hIAP block	hIAP act	HKDC1 inhibitor	A3A deaminase	mIAP block	mIAP activ	compound
3	2	-1	1	-5	-2	5	0.95	CCOC(=O)C1=C(C)NC(=S)NC1c1ccc(OCC(=O)N2CCCCC2)cc1 (stereo not given)
4	-9	8	0.92	1	-3	-8	1.1	CCOC(=O)CSc1nnc(-c2cc(OC)c(OC)c(OC)c2)o1

Compound activity from PubChem BioAssay.
